LYP inhibition = PTPN22 lymphoid phosphatase activity blockers – biochemical, fluorescence intensity, uHTS (AID 1779); recombinant LYP phosphatase, fluorescence intensity; higher % means a stronger effect; one-dose inhibition, % at 11.5 µM; IC50 in µM for titrated hits; 290,000 tested, 0.054% active;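 further: plate controls were vehicle with enzyme for no effect and no enzyme for full effect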
Dengue-2 NS5 capping = flavivirus cap methylation enzyme inhibition – biochemical, confirmation dose response, primary screen (AID 588689) | Dengue-2 NS5 methyltransferase capping enzyme assay, biochemical; higher % means a stronger effect | 340,000 tested, 0.3% active | inhibition, % at 25 µM, or IC50 in µM where a hit was titrated; in the data active means a potency from the dose series
Lipid droplet = hepatic lipid droplet formation modulation | inhibition, % at 6.5 µM | 240,000 tested, 0.4% active | AML12 mouse hepatocytes, oleate lipid droplets, BODIPY imaging | AID 1656;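 active means lipid droplet intensity inhibited by at least 50%, with more than 500 cells counted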
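Assay system: AML12 hepatocytes (mouse) / Also added: 100 µM oleic acid challenge / Times: overnight treatment with compound plus oleate / Detection: high-content imaging of BODIPY-stained droplets and DAPI nuclei / Evaluation: % inhibition of lipid droplet signal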
XIAP displacement = XIAP antagonists, biochemical, IAP family, fluorescence polarization (AID 1018) | XIAP BIR domain, fluorescence polarization peptide displacement; higher % means a stronger effect | displacement, % at 20 µM; hits with a dose series show IC50 in µM | 200,000 tested, 0.007% active; in the data active means displacement above about 50%; further: a part of the inactive calls stands beside numbers as strong as those of hits
HIV peptide binding = inhibitors of HIV fusion peptide binding, primary screen, biochemical, uHTS, fluorescence dequenching (AID 1986); cell-free peptide binding, fluorescence dequenching, 30 min; higher % means a stronger effect; inhibition, % at 20 µM, or IC50 in µM where a hit was titrated; 290,000 tested, 0.3% active; in the data active means inhibition mostly above about 52%, no sharp cut-off; inactive means mostly below about 76%; further: some results filed as inactive read as strong as hits
AID2073 = inhibitors of Mint1-CaV2.2 protein interaction, biochemical, HTRF (AID 2073). one-dose inhibition, % at 20 µM; IC50 in µM for titrated hits. 290,000 tested, 0.19% active. HTRF protein-protein interaction, Mint1-CaV2.2; higher % means a stronger effect; in the data active means inhibition mostly above about 51%, no sharp cut-off; further: some results filed as inactive read as strong as hits
Myeloid diff MLP = promotes myeloid progenitor differentiation; AID 624256; 360,000 tested, 1% active; ER-HoxA9 myeloid progenitors, lysozyme-GFP differentiation, flow cytometry; calls only at 10 µM;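 active means normalized GFP-positive differentiation at or above the plate's own cutoff, the solvent-only control mean plus 3 SD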;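 further: cells exposed to compound for four days before flow analysis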
SIAH1 antagonists = blockers of Siah-1 interaction with plectin peptide – biochemical, fluorescence polarization, rhodamine-plectin, uHTS, primary screen (AID 1817). Siah-1 / rhodamine-plectin peptide fluorescence polarization; higher % means a stronger effect. one-dose displacement, % at 20 µM; IC50 in µM for titrated hits. 290,000 tested, 0.02% active;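 active means displacement of at least 50% at 20 µM, with a fluorescence ratio check between 0.3 and a set limit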;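 further: plate controls were Siah plus tracer with DMSO for no effect and tracer alone without Siah for full effect; strong numbers were not always called active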
NOD2 inhibition = inhibition of NOD2-driven NF-kB reporter – cell-based, luminescence, uHTS, HEK293 (AID 1566). 290,000 tested, 0.63% active. HEK293 NOD2/NF-kB luciferase reporter, luminescence; higher % means a stronger effect. inhibition, % at 4 µM, or EC50 in µM where a hit was titrated; further: many of its hits are not listed in these tables
Lipid droplet cells 6.5 µM = further read-out of Lipid droplet, marked with its call; cell count; measured here: cell count, cytotoxicity flag;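 cells counted across two imaged fields per well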
Dengue-2 NS5 capping pilot replicate = further read-out of Dengue-2 NS5 capping, marked with its call; inhibition, %; measured here: pilot screen replicate inhibition
Myeloid diff MLP GFP+ MAC1+ % = also measured in Myeloid diff MLP; calls as there; GFP+ MAC1+ double positive, %; measured here: differentiation confirmed by MAC1 staining
* marks the source's active call; other numbers are inactive results; i = inactive; nt = no result given; + = active, no number. Unless noted, no stated cut-off is given here; in the data, active means inhibition above about 50%; inactive means the rest. This is a subset, so the mix of outcomes need not match the whole.

SMILES	LYP inhibition	Dengue-2 NS5 capping	Lipid droplet	Lipid droplet cells 6.5 µM	XIAP displacement	HIV peptide binding	AID2073	Myeloid diff MLP	Myeloid diff MLP GFP+ MAC1+ %	SIAH1 antagonists	NOD2 inhibition	others
COc1ccc(CN(Cc2ccc(C(=O)O)cc2)C(=S)Nc2ccccc2C)cc1OC	-6%	-1%	6	724	-3.2%	-0.3%	-2%	i	0.6	0%	11%
C=CCn1c(-c2cc3c(s2)CCC(CC)C3)n[nH]c1=S (configuration not stated)	-3%	-7%	-22	651	-4.7%	1.5%	4%	i	0.7	16%	-25%
CCOc1ccc(NC(=O)CSc2nnc(C34CC5CC(CC(C5)C3)C4)n2C)cc1	-7%	-12%	nt	nt	-6.8%	1.5%	-9%	i	0.7	3%	18%	Dengue-2 NS5 capping pilot replicate=-6.4
O=C(OCc1ccccc1Cl)c1ccc(-n2cnnc2)cc1	-6%	-2%	-3	671	-3.8%	0.6%	12%	i	0.7	-8%	-1%	Dengue-2 NS5 capping pilot replicate=-0.3
Cc1ccc(O)c(NC(=O)/C=C/C(=O)O)c1	-4%	2%	-7	641	-3.5%	-3.8%	1%	i	0.2	8%	15%
CCOC(=O)c1ccc(Nc2ncnc3ccc(C)cc23)cc1	-11%	-1%	nt	nt	-4.6%	-1.6%	15%	i	0.3	-3%	39%
CC(=O)N1CC=CC1(CC(C)C)C(=O)NCCN1CCOCC1 (configuration not stated)	-9%	-7%	8	760	-5.6%	1.8%	8%	i	2.5	-4%	-3%
O=c1c2cc([N+](=O)[O-])ccc2nc2n1CCCC2	-4%	-2%	nt	nt	nt	-1.2%	12%	i	0.4	-3%	-4%
O=C(c1ccco1)N1CCN(C(c2ccccc2F)c2nnnn2CC2CCCO2)CC1 (configuration not stated)	-1%	-10%	13	778	-0.9%	1.3%	5%	i	1.4	3%	5%
CCn1c(=O)cc(OCC(=O)N2CCc3ccccc32)c2ccccc21	-8%	-8%	3	663	-3.6%	4.5%	29%	i	2.9	4%	18%
O=C(Nc1ccc(N2CCOCC2)c(Cl)c1)c1ccc(Cl)cc1	0%	2%	15	718	-11%	-3.0%	4%	i	0.4	-8%	5%
CN(C)CCCN(C(=O)c1cc2ccccc2oc1=O)c1nc2ccc(F)cc2s1	-7%	-3%	4	680	-22%	-3.4%	-7%	i	1.3	-4%	-4%
CCc1nnc(NS(=O)(=O)c2ccc(N=Cc3c(C)[nH]n(-c4ccc(C)cc4)c3=O)cc2)s1	0%	1%	nt	nt	-4.1%	30%	19%	i	8.4	2%	-2%
Cc1ccc(-c2nnc(N3CCN(CCO)CC3)c3ccccc23)cc1	-9%	-8%	0	778	nt	-0.7%	15%	i	0.6	-2%	-10%
CC(C)(C)CC(=O)Nc1nnc(SCC(=O)N2CCCCC2)s1	-12%	-2%	-3	860	nt	-3.2%	4%	i	0.6	1%	-11%
CC1CCCN(c2nc3c(c(=O)[nH]c(=O)n3C)n2CCCc2ccccc2)C1 (configuration not stated)	5%	-2%	9	697	-7.4%	-1.5%	1%	i	1.8	0%	17%
CCn1c(=O)c2c(nc(SCC(=O)N3CCCC(C)C3)n2C)n(C)c1=O (configuration not stated)	-8%	-7%	9	718	nt	-1.6%	4%	i	0.2	0%	10%
FC(F)(F)c1ccncc1-c1nnc(C2CCCCC2)o1	-8%	0%	-28	708	nt	0.5%	-4%	i	0.7	-2%	19%
Cn1c(=O)c(C(=O)Nc2ccccc2S(N)(=O)=O)c(O)c2ccccc21	-3%	-3%	-13	737	nt	3.8%	1%	i	0.4	-2%	-36%
CC(=O)c1cc2c(cc1NS(=O)(=O)c1ccc(F)cc1)OCO2	-6%	-1%	0	776	-4.2%	0.3%	-18%	i	0.1	1%	9%
COc1cc(-c2nc(Cc3ccccc3Cl)no2)cc(OC)c1OC	3%	0%	nt	nt	-2.5%	-0.8%	-7%	i	3.6	0%	-3%
O=C(O)CNC(=O)c1ccc(NS(=O)(=O)c2ccc3ccccc3c2)cc1	3%	-3%	1	820	nt	11%	27%	i	0.7	-2%	-14%
COCc1cc(C)nc(SCC(=O)NC2CCCCC2C)c1C#N (configuration not stated)	-9%	0%	2	779	nt	1.0%	0%	i	0.7	0%	-4%
CCN(CC)S(=O)(=O)c1ccc(NC2c3ccccc3C(=O)N2CCN2CCOCC2)cc1 (configuration not stated)	2%	-8%	-4	690	-7.3%	0.6%	2%	+	14*	4%	-4%
Cc1ccc(S(=O)(=O)CCSC(=N)N)cc1	-3%	-5%	-3	634	0.4%	1.3%	6%	i	0.5	2%	16%

(list continues)
SMILES	LYP inhibition	Dengue-2 NS5 capping	Lipid droplet	Lipid droplet cells 6.5 µM	XIAP displacement	HIV peptide binding	AID2073	Myeloid diff MLP	Myeloid diff MLP GFP+ MAC1+ %	SIAH1 antagonists	NOD2 inhibition	others
COc1ccc(OCc2nc(N)nc(Nc3ccccc3)n2)cc1	0%	-6%	-39	650	-2.2%	-1.7%	2%	i	0.5	-1%	0%
CCc1cccc(C)c1NC(=O)CSc1nnc(CCCOc2ccc(Cl)cc2Cl)n1C	-1%	0%	-22	707	-1.8%	-0.7%	0%	i	1.1	8%	-16%
Cc1cccc(C)c1NC(=O)C1CCN(S(C)(=O)=O)CC1	-6%	-9%	-2	861	nt	-1.0%	11%	i	0.4	4%	-1%
COc1ccc(-n2cnc3cc(C(=O)NC4CCCC4)ccc32)cc1	-3%	-9%	19	673	-1.2%	0.4%	-10%	i	0.5	-8%	-46%
CCc1ccc(CN(C(=O)c2cccs2)C2CCS(=O)(=O)C2)cc1 (configuration not stated)	-6%	1%	20	837	nt	0.8%	4%	i	0.4	4%	-2%
Cc1cc(C)cc(NS(=O)(=O)c2coc(C(N)=O)c2)c1	-9%	-2%	-4	786	nt	-0.8%	1%	i	0.7	0%	12%
COc1cc(C2NC(=O)NC(C)=C2C(=O)OCC2CCCO2)ccc1O (configuration not stated)	7%	-3%	8	646	-2.0%	0.8%	-2%	i	3.8	4%	1%
CCNc1nc(NCC)n2c(SCC(=O)N(CC)C3CCCCC3)nnc2n1	2%	-9%	40	643	-1.1%	2.5%	17%	i	0.1	-2%	7%
CCCCC1=CC2=CC(=O)C(C)(OC(=O)CC)C(=O)C2=CN1Cc1ccccc1 (configuration not stated)	-6%	14%	nt	nt	nt	4.5%	0%	i	1.3	4%	29%
CN(CC1COc2ccccc2O1)C(=S)NC1CCCCC1 (configuration not stated)	-2%	2%	-11	713	nt	-0.6%	-26%	i	0.4	3%	-36%
COc1ccc(CNn2c(C)nc3ccccc3c2=O)cc1	-1%	-5%	nt	nt	-3.9%	-0.6%	2%	i	5.2	3%	-5%
O=C(COC(=O)CCCN1C(=O)c2cccc3cccc(c23)C1=O)Nc1ccc(Cl)cc1	-5%	4%	0	684	-5.6%	-0.1%	6%	i	0.2	-2%	0%
COc1ccc(-c2oc3cccnc3c2-c2ccc(OC)nc2)cc1	-12%	-4%	0	800	nt	-1.7%	24%	i	0.3	-2%	-2%
COc1ccc2[nH]c3c(c2c1)CCN1C(=O)N([C@@H](C)C(=O)NCc2ccc(C)cc2)C(=O)[C@]31C	-8%	-6%	-25	776	nt	2.1%	7%	i	2.3	-4%	13%
O=C(CNc1ccc2ccccc2c1)NNC1=NCCC1	-7%	9%	10	574	-8.1%	-0.9%	-9%	i	0.0	-1%	12%
Cc1nn(-c2ccccc2)c2sc(C(=O)NC3CCCCC3)cc12	8%	3%	4	739	-9.0%	2.5%	9%	i	1.4	4%	6%
COCCN(C(=O)CCC(=O)Nc1nccs1)C(C(=O)NC(C)(C)C)c1ccc(Cl)cc1 (configuration not stated)	-3%	5%	19	752	-8.7%	0.2%	0%	i	0.6	0%	15%
BrC(=C\c1ccccc1)/C=N/Nc1ccc2nncn2n1	2%	-9%	-8	706	nt	-2.2%	-14%	i	0.5	10%	15%
CC(=O)c1ccc(OCc2cc(C(=O)N3CCOCC3)no2)cc1	-9%	-7%	13	788	nt	-0.2%	14%	i	3.0	-1%	-38%
Cc1cc(C(=O)CSc2nc(N)cc(N)n2)c(C)n1-c1cccc(C(F)(F)F)c1	-1%	-4%	-1	649	-2.8%	36%	59%	i	0.4	15%	4%
COc1cccc(CNc2nc3ccccc3n2CCN2CCCCC2)c1OC	-8%	0%	-16	609	-6.5%	1.1%	5%	i	1.1	-9%	-16%
O=c1cc(N2CCN(Cc3ccccc3)CC2)[nH]c(=O)n1Cc1ccc(F)cc1	-6%	1%	nt	nt	-6.7%	5.3%	2%	i	6.5	3%	16%
CCOC(=O)c1ccc2c(c1)nc(SCC(=O)N1CCCCC1)n2CC	-3%	-8%	nt	nt	-1.0%	-2.1%	-13%	i	0.9	4%	6%
Cc1cc2cc(CN(CCCO)S(=O)(=O)c3cccc4nsnc34)c(=O)[nH]c2cc1C	-1%	-9%	nt	nt	-11%	-2.0%	1%	i	0.8	-4%	0%
CCn1c(=O)c(C(=O)CN2CCN(Cc3ccc4c(c3)OCO4)CC2)c(N)n(Cc2ccccc2)c1=O	-8%	-5%	1	669	-13%	-1.3%	6%	nt	nt	3%	2%
COc1ccc(-c2cc(C)no2)cc1S(=O)(=O)N1CCCCC1	-7%	-2%	-1	778	nt	1.0%	6%	i	1.8	2%	17%
O=C(CCCC1=NS(=O)(=O)c2ccccc2N1)OCc1ccc(Cl)cc1	-9%	5%	4	721	nt	1.5%	7%	i	5.0	-2%	13%
Cc1cc(NC(=O)c2ccccc2-c2ccccc2)ccc1Br	2%	2%	-10	641	-6.4%	-2.1%	12%	i	0.3	-1%	-20%
COCCN(C(=O)COC(=O)/C=C/c1ccc2ccccc2n1)c1c(N)n(Cc2ccccc2)c(=O)[nH]c1=O	-7%	-9%	-2	849	nt	1.8%	3%	i	0.8	-3%	6%

Among those listed so far, six contain fluorine:
SMILES	LYP inhibition	Dengue-2 NS5 capping	Lipid droplet	Lipid droplet cells 6.5 µM	XIAP displacement	HIV peptide binding	AID2073	Myeloid diff MLP	Myeloid diff MLP GFP+ MAC1+ %	SIAH1 antagonists	NOD2 inhibition	others
O=C(c1ccco1)N1CCN(C(c2ccccc2F)c2nnnn2CC2CCCO2)CC1 (configuration not stated)	-1%	-10%	13	778	-0.9%	1.3%	5%	i	1.4	3%	5%
CN(C)CCCN(C(=O)c1cc2ccccc2oc1=O)c1nc2ccc(F)cc2s1	-7%	-3%	4	680	-22%	-3.4%	-7%	i	1.3	-4%	-4%
FC(F)(F)c1ccncc1-c1nnc(C2CCCCC2)o1	-8%	0%	-28	708	nt	0.5%	-4%	i	0.7	-2%	19%
CC(=O)c1cc2c(cc1NS(=O)(=O)c1ccc(F)cc1)OCO2	-6%	-1%	0	776	-4.2%	0.3%	-18%	i	0.1	1%	9%
Cc1cc(C(=O)CSc2nc(N)cc(N)n2)c(C)n1-c1cccc(C(F)(F)F)c1	-1%	-4%	-1	649	-2.8%	36%	59%	i	0.4	15%	4%
O=c1cc(N2CCN(Cc3ccccc3)CC2)[nH]c(=O)n1Cc1ccc(F)cc1	-6%	1%	nt	nt	-6.7%	5.3%	2%	i	6.5	3%	16%

Screening data from PubChem BioAssay.
